From PubChem BioAssay
KOR beta-arrestin-1: KOR agonists, beta-arrestin recruitment, primary screen, cell-based, luminescence, uHTS (AID 1777). activation, % at 10 µM; hits with a dose series show EC50 in µM. hit rate 0.02% among 280,000. Kappa-type opioid receptor (Homo sapiens). KOR beta-arrestin recruitment, luminescence; higher % means a stronger effect; in the data active = activation above about 50%, passing the limit was not always enough; note: a part of the inactive calls stands beside numbers as strong as those of hits
NS5 inhibitors: Dengue-2 NS5 methyltransferase inhibitors, primary screen, biochemical, confirmation dose response (AID 588689); Dengue-2 NS5 methyltransferase capping enzyme assay, biochemical; higher % means a stronger effect; one-dose inhibition, % at 25 µM; IC50 in µM for titrated hits; Genome polyprotein (Dengue virus type 2 (strain 16681-PDK53)); hit rate 0.3% among 340,000; in the data active = a potency from the dose series; inconclusive = inhibition above about 29% without an active follow-up result
West Nile antiviral: West Nile virus antiviral activity, cell-based, CPE readout (AID 1621); CPE inhibition, % at 10 µM, or IC50 in µM where a hit was titrated; hit rate 0.02% among 290,000; West Nile virus-infected cells, CPE inhibition; higher % means a stronger effect; in the data active = a potency from the dose series; inconclusive = CPE inhibition mostly from about 3.7% at the one dose, without a potency; inactive = the rest, 99 in 100 with CPE inhibition below about 2.2%; note: strong numbers were not always called active
GPR35 antagonists: GPR35 antagonists blocking zaprinast-driven arrestin recruitment, primary screen, imaging, U2OS, beta-arrestin-GFP, zaprinast agonist (AID 2058); G-protein coupled receptor 35 (Homo sapiens); hit rate 0.052% among 290,000; inhibition, % at 10 µM, or IC50 in µM where a hit was titrated; U2OS GPR35 beta-arrestin-GFP translocation imaging, zaprinast antagonism; higher % means a stronger effect;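 active = inhibition of at least 50% with at least 30 cells and total cytoplasm GFP at most 10,000,000; inconclusive = under 30 cells or total GFP of 10,000,000 plus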
NOD1 NF-kB reporter: NOD1 signaling inhibitors, primary screen, cell-based, luminescence, uHTS (AID 1578); NOD1-driven NF-kB luciferase reporter cells, luminescence; higher % means a stronger effect; inhibition, % at 4 µM, or EC50 in µM where a hit was titrated; hit rate 1% among 290,000; in the data active = inhibition mostly above about 36%, no sharp cut-off; inactive = mostly below about 34%;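 note: HEK-293T reporter cells stimulated with the NOD1 agonist gamma-tri-DAP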
KOR beta-arrestin-2: KOR antagonists, beta-arrestin recruitment, cell-based, luminescence, uHTS (AID 1778) | KOR beta-arrestin recruitment, luminescence, antagonist mode; higher % means a stronger effect | one-dose inhibition, % at 10 µM; IC50 in µM for titrated hits | hit rate 0.091% among 290,000; in the data active = inhibition above about 50%; note: strong numbers were not always called active
GPR55 activation: GPR55 agonists via beta-arrestin recruitment, primary screen, imaging, U2OS cells, beta-arrestin-GFP redistribution (AID 1961) | hit rate 0.048% among 290,000 | one-dose activation, % at 10 µM; EC50 in µM for titrated hits | G-protein coupled receptor 55 (Homo sapiens) | U2OS GPR55 beta-arrestin-GFP redistribution imaging; higher % means a stronger effect;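 active = activation above 40% with more than 50 cells counted in the well; inconclusive = wells holding fewer than 50 cells, flagged as toxic or sparse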;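 note: U2OS osteosarcoma cells stably expressing GPR55 and beta-arrestin-GFP; plate controls were DMSO negative control for no effect and LPI positive control for full effect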
HIV peptide binding: inhibitors of HIV fusion peptide binding, primary screen, biochemical, uHTS, fluorescence dequenching (AID 1986) | cell-free peptide binding, fluorescence dequenching, 30 min; higher % means a stronger effect | inhibition, % at 20 µM, or IC50 in µM where a hit was titrated | hit rate 0.3% among 290,000; in the data active = inhibition mostly above about 52%, no sharp cut-off; inactive = mostly below about 76%; note: some results filed as inactive read as strong as hits
GPR55 LPI antagonism: GPR55 antagonists blocking LPI-driven arrestin recruitment, primary screen, imaging, U2OS, beta-arrestin-GFP, LPI agonist (AID 2013) | G-protein coupled receptor 55 (Homo sapiens) | U2OS GPR55 beta-arrestin-GFP translocation imaging, LPI antagonism; higher % means a stronger effect | inhibition, % at 10 µM, or IC50 in µM where a hit was titrated | hit rate 0.13% among 290,000;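 active = spots per cell inhibited over 60%, with over 100 cells counted and total cytoplasm intensity under 500,000; inconclusive = wells with under 100 cells, flagged as likely toxic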;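 note: U2OS cells stably carrying GPR55 and arrestin-GFP stimulated by 5 µM LPI near EC80; imaged beta-arrestin-GFP aggregate spots per cell after agonist stimulation; plate controls were LPI-stimulated DMSO wells for no effect and DMSO wells without LPI for full effect; some results filed as inactive read as strong as hits; confirmed hits need IC50 under 10 µM and bright autofluorescent wells are also inconclusive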
* hit, by the source's call; ? = inconclusive; . = no result given; [ ] = another dose, or the depositor's remark. The list is partial; count on the stated rates, not on these rows.

Molecule,KOR beta-arrestin-1,NS5 inhibitors,West Nile antiviral,GPR35 antagonists,NOD1 NF-kB reporter,KOR beta-arrestin-2,GPR55 activation,HIV peptide binding,GPR55 LPI antagonism
CC1(C)CN=C(Nc2nc3ccccc3s2)S1,-2.0%,-5%,0.2%,11%,-29%,-35%,0.2%,2.0%,14%
CC(=NCc1ccc2c(c1)OCO2)c1c(O)n(C)c(=O)n(C)c1=O,-5.0%,-1%,-1.7%,-10%,.,23%,-0.1%,-1.2%,2%
CCS(=O)(=O)c1nnnn1-c1ccccc1S(C)(=O)=O,7.5%,0%,?,26%,12µM*,-36%,-0.1%,-1.8%,-4%
O=c1[nH]c(=O)n(Cc2ccccc2)c(O)c1/C=C1\C=Nc2ccccc21,2.4%,?,-0.3%,-25%,-4%,-90%,0.1%,102%*,13%
CC(=O)Nc1ccc(N=Cc2c(O)n(Cc3ccco3)c(=O)[nH]c2=O)cc1,-5.3%,.,-0.4%,1%,3%,-3%,-0.1%,4.6%,0%
O=C1NC(=S)N(c2ccccc2)C(=O)C1C(c1ccncc1)C1C(=O)NC(=S)N(c2ccccc2)C1=O (stereo unspecified),-6.7%,-1%,0.2%,7%,-43%,15%,0.0%,6.6%,-10%
CNP(=S)(NC)OCCOc1ccc(OC)cc1,1.8%,.,1.1%,-6%,4%,-6%,0.2%,-1.6%,2%
CN(C)C=C1C(=O)N(C2CCCCC2)C(=O)N(C2CCCCC2)C1=O,2.3%,-2%,-0.2%,8%,-16%,-20%,-0.1%,65%,20%
CCOc1ccccc1CN1CCCC(C(=O)c2cc(F)ccc2F)C1 (stereo unspecified),-2.1%,-6%,-0.7%,11%,-34%,-11%,0.5%,-1.3%,8%
CCC(CC)C1C(C#N)=C(N)Oc2c1c(=O)oc1ccccc21 (stereo unspecified),4.8%,-12%,0.2%,4%,-14%,-78%,-0.4%,1.2%,2%
O=C(Nc1nc(-c2ccccn2)cs1)c1ccc(Cl)s1,0.2%,-1%,?,-6%,7.1µM*,.,-0.1%,-1.8%,-4%
CC(C)Cn1c(N)c(C(=O)COC(=O)CC23CC4CC(CC(C4)C2)C3)c(=O)n(C)c1=O,3.1%,-3%,2.8%,5%,3.1µM*,19%,-0.1%,-1.3%,2%
FC(F)(F)c1cccc(C2NCc3ccccc3-n3cccc32)c1 (stereo unspecified),-8.3%,-1%,-0.5%,9%,-8%,14%,-0.3%,-1.1%,14%
O=C(c1ccccc1)C(CN1CCCC1)c1ccccc1 (stereo unspecified),1.3%,-7%,-2.0%,-12%,10%,26%,0.0%,1.1%,14%
O=C(c1cccc(C(F)(F)F)c1)C1CCCN(Cc2ncc[nH]2)C1 (stereo unspecified),.,.,-0.3%,-2%,-29%,-4%[20 µM],-0.1%,2.7%,-1%
Cc1cc(O)c2c(C)c(CC(=O)N3C[C@H]4C[C@@H](C3)c3cccc(=O)n3C4)c(=O)oc2c1,-0.3%,-5%,0.1%,0%,38%,-16%[20 µM],0.3%,-0.5%,5%
Cc1cccc(NC(=O)N2CC3CC(C2)c2cccc(=O)n2C3)c1 (stereo unspecified),3.8%,4%,-0.4%,-2%,4%,-36%,-0.1%,2.0%,16%
COc1ccc(N2C(=O)NC(=O)/C(=C\c3cn(C)c4ccccc34)C2=O)cc1,0.2%,?,-0.7%,-6%,8%,-14%,-0.1%,164%,6%
O=[N+]([O-])c1ccc(N2CCNCC2)c2ncccc12,-2.3%,.,.,0%,-17%,21%,-0.3%,-1.7%,5%
CCOP(=O)(OCC)C(O)c1ccc(OC)c(OC)c1 (stereo unspecified),7.3%,.,0.1%,6%,8%,-11%,-0.1%,-1.9%,-1%
CCc1ccc(N2C(=O)NC(=O)/C(=C/c3cccn3CCOc3ccc(C(C)CC)cc3)C2=O)cc1 (stereo unspecified),0.9%,8%,-0.7%,17%,14%,20%,-0.2%,53%*,0%
CCOC(=O)c1c(C)n(Cc2ccco2)c2c1cc(O)c1ccccc12,2.0%,1%,0.4%,-4%,-5%,-49%,0.0%,9.0%,1%
CN1CCN(Cc2cn3cccnc3n2)CC1,-1.6%,5%,0.5%,-9%,-9%,-16%,-0.3%,-0.4%,10%
Cn1cc([N+](=O)[O-])c(C(=O)Nc2ccc3c(C(F)(F)F)cc(=O)oc3c2)n1,-2.4%,-7%,?,-6%,-20%,12%,0.0%,-1.4%,18%
C=CCNC(=O)c1c(N)n(CCN2CCOCC2)c2nc3ccccc3nc12,-3.9%,-3%,0.1%,6%,-12%,16%,0.0%,-2.4%,5%
Cc1ccc(-n2c(C)cc(/C=c3/sc4nc5ccccc5n4c3=O)c2C)cc1,5.8%,.,0.0%,-9%,2.9µM*,-25%,-0.1%,12%,11%
CCOC(=O)c1c(C)n(C(C)C)c2ccc(OC)cc12,8.9%,3%,-0.2%,18%,9%,17%,-0.1%,-1.3%,-8%
Fc1ccc2c(c1)nnn2C1CCN(Cc2nnnn2C2CCCCC2)CC1,.,-7%,-1.1%,26%,-2%,.,0.0%,-1.3%,2%
O=c1[nH]c(=O)n(-c2ccc(Cl)cc2)c(O)c1C=NCCN1CCCCC1,-2.9%,-5%,-0.2%,-15%,-24%,17%,-0.5%,1.7%,16%
CC(CN(C)C1CCN(C)CC1)c1ccccc1 (stereo unspecified),-2.7%,-2%,0.6%,0%,-33%,-7%[20 µM],-0.3%,0.5%,-12%

Given with values under each structure: part of the list above.
Each structure is followed by: KOR beta-arrestin-1, NS5 inhibitors, West Nile antiviral, GPR35 antagonists, NOD1 NF-kB reporter, KOR beta-arrestin-2, GPR55 activation, HIV peptide binding, GPR55 LPI antagonism
- Cc1cc(O)c2c(C)c(CC(=O)N3C[C@H]4C[C@@H](C3)c3cccc(=O)n3C4)c(=O)oc2c1
 : -0.3%, -5%, 0.1%, 0%, 38%, -16%[20 µM], 0.3%, -0.5%, 5%
- Cc1cccc(NC(=O)N2CC3CC(C2)c2cccc(=O)n2C3)c1 (stereo unspecified)
 : 3.8%, 4%, -0.4%, -2%, 4%, -36%, -0.1%, 2.0%, 16%
- COc1ccc(N2C(=O)NC(=O)/C(=C\c3cn(C)c4ccccc34)C2=O)cc1
 : 0.2%, ?, -0.7%, -6%, 8%, -14%, -0.1%, 164%, 6%
- O=[N+]([O-])c1ccc(N2CCNCC2)c2ncccc12
 : -2.3%, ., ., 0%, -17%, 21%, -0.3%, -1.7%, 5%
- CCOP(=O)(OCC)C(O)c1ccc(OC)c(OC)c1 (stereo unspecified)
 : 7.3%, ., 0.1%, 6%, 8%, -11%, -0.1%, -1.9%, -1%
- CCc1ccc(N2C(=O)NC(=O)/C(=C/c3cccn3CCOc3ccc(C(C)CC)cc3)C2=O)cc1 (stereo unspecified)
 : 0.9%, 8%, -0.7%, 17%, 14%, 20%, -0.2%, 53%*, 0%
- CCOC(=O)c1c(C)n(Cc2ccco2)c2c1cc(O)c1ccccc12
 : 2.0%, 1%, 0.4%, -4%, -5%, -49%, 0.0%, 9.0%, 1%
- CN1CCN(Cc2cn3cccnc3n2)CC1
 : -1.6%, 5%, 0.5%, -9%, -9%, -16%, -0.3%, -0.4%, 10%

The listing continues:
Molecule,KOR beta-arrestin-1,NS5 inhibitors,West Nile antiviral,GPR35 antagonists,NOD1 NF-kB reporter,KOR beta-arrestin-2,GPR55 activation,HIV peptide binding,GPR55 LPI antagonism
CCOC(=O)C(O)(c1ccc(N)c(OC)c1)C(F)(F)F (stereo unspecified),-2.4%,-5%,.,-12%,-9%,16%,-0.1%,-3.9%,21%
CCOc1cc(CNCCc2ccccc2F)ccc1OC,4.7%,-7%,-0.5%,-10%,5%,5%,0.4%,-1.6%,4%
CCCCn1c(O)c(C(CC)=NCCCn2ccnc2)c(=O)[nH]c1=O,-0.3%,.,0.0%,-7%,-5%,23%,0.6%,1.4%,5%
COc1ccc(OCC(=O)N2CCCC(N3CCN(c4ccccc4C)CC3)C2)cc1 (stereo unspecified),0.5%,-5%,-1.3%,-7%,-21%,-23%,-0.2%,-0.4%,-1%
Cc1cc(N2C(=O)C3CCCN3C2c2sccc2C)no1 (stereo unspecified),1.4%,-2%,0.3%,7%,-6%,-28%,0.0%,2.1%,-3%
CC(Cc1cccs1)NCc1ccc(Cl)cc1 (stereo unspecified),0.8%,-11%,0.6%,6%,-37%,-12%,-0.3%,-0.8%,-4%
COC(=O)C1C=C2c3cccc4[nH]cc(c34)CC2N(C)C1 (stereo unspecified),1.7%,.,-0.1%,5%,0%,15%,-0.1%,84%,2%
CC(=O)c1c(C)n(Cc2ccccc2)c2ccc(O)cc12,-1.6%,2%,-0.4%,18%,29%,14%,-0.1%,-1.6%,6%
O=C1OC(c2ccc([N+](=O)[O-])cc2)=N/C1=C/N1CC2CC(C1)c1cccc(=O)n1C2 (stereo unspecified),2.2%,-12%,0.3%,-10%,-8%,42%,-0.1%,1.6%,8%
COc1ccc(CCNCc2ccccc2F)cc1,-5.8%,0%,-0.8%,1%,1%,9%,0.3%,0.4%,12%
CC12CCCCC1=[N+]([O-])CN2O (stereo unspecified),-0.8%,5%,-0.4%,-17%,-26%,13%,0.2%,0.2%,-4%
CCCC(=O)N(C)C1=Nc2ccc(Cl)cc2C(c2ccccc2)=[N+]([O-])C1,3.9%,2%,0.1%,12%,-6%,31%,-0.1%,-0.5%,3%
CNCC1(c2ccccc2)CCCC1,-4.1%,2%,0.5%,-1%,-6%,31%,-0.1%,-0.4%,9%
Cc1ccc(CN2CCN(Cc3ccccc3)CC2)cc1,-0.1%,-3%,0.2%,-2%,-25%,3%[20 µM],0.1%,-0.4%,8%
COc1ccc(/C=C2\C(=N\O)C3CCN2CC3)cc1,3.4%,-10%,0.5%,-9%,-7%,-6%,-0.2%,3.6%,-3%
COc1ccc(O)c(CN2CCCC(C(=O)c3sccc3C)C2)c1 (stereo unspecified),0.2%,-5%,-1.6%,8%,-16%,0%,0.1%,0.6%,-1%
CN1CC(C(=O)c2ccc(Cl)cc2)C(c2ccc(N(C)C)cc2)C1 (stereo unspecified),-6.1%,-6%,-0.6%,5%,-8%,9%[20 µM],-0.1%,0.2%,10%
O=C(Nc1ccc(OC(=O)N2CCCCC2)cc1)N1CCOCC1,.,-13%,-0.2%,17%,21%,-4%[20 µM],0.2%,-1.7%,5%
